C8 TRAIL sens: sensitizes caspase-8 expressing cells to TRAIL; actives 1% (n = 360,000); NB7+C8 cells + TRAIL, ATPlite viability luminescence; inhibition (viability loss, TRAIL sensitization), % at 10 µM;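 active = compounds causing at least 50% loss of cell viability in the single-dose screen, relative to plate controls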
TROY signal inh: TROY signaling inhibition | actives 0.98% (n = 360,000) | inhibition, % at 10 µM | Q293 LMP1-TROYcd NF-kB luciferase reporter, 4 h;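 active = compounds whose plate-normalised and pattern-corrected inhibition of the luciferase reporter signal at the single screening dose is 50% or more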
SRC3 inh: human NCOA3 inhibition | HEK293 GAL4-SRC3 luciferase reporter, luminescence | actives 0.17% (n = 360,000) | inhibition, % at 3.6 µM | Q9Y6Q9 | AID 588352;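 active = inhibition above a per-campaign cutoff, the mean of all compounds plus 3 SD, cut at about 60% in these data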;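 also: 0% = DMSO-treated cells and 100% = gossypol-treated cells at 36 µM; higher means less SRC3-driven luciferase light from the GAL4 reporter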
LRH-1 inv ag: inverse agonists of human LRH-1 (NR5A2); O00482; HEK293T StAR-luciferase reporter, LRH-1 transfected, 24 h; inhibition, % at 3.6 µM; actives 0.13% (n = 360,000);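 active = inhibition above the mean inhibition of all tested compounds plus 3 SD, cut at about 73% in these data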;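 also: 0% = DMSO wells and 100% = reporter-only cells lacking LRH-1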
NOD2-RIPK2 inh: blocks binding of human NOD2 to RIPK2; actives 0.38% (n = 360,000); O43353; inhibition, % at 4.98 µM; CHO BLA complementation NOD2-RIPK2, CCF4 ratio; AID 624267; in the data active = inhibition above about 21%;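 also: 0% = vehicle only and 100% = reference blocker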
LMP1 NFkB inh: inhibitors of Epstein-Barr LMP1-induced NF-kappaB reporter; LMP1-induced NF-kappaB luciferase reporter cells, luminescence; AID 504558; inhibition, % at 12.5 µM; actives 0.69% (n = 350,000); in the data active = inhibition above about 41%;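 also: 0% = neutral control wells and 100% = reference inhibitor control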
NR2F2 inh: NR2F2 (human) inhibition, primary screen; P24468; HEK293T NGFI-A luciferase reporter, luminescence; inhibition, % at 8.6 µM; actives 0.7% (n = 370,000); AID 686940;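 active = inhibition above a per-plate cutoff, mean inhibition of test wells between control levels plus 3 SD, cut at about 38% in these data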;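 also: cells cotransfected with COUP-TFII expression vector driving the NGFI-A reporter; 0% = median of COUP-TF2 test wells and 100% = reporter-only cells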
SRC2 inh: inhibits human steroid receptor coactivator 2 | HEK293 GAL4-SRC2 luciferase reporter, luminescence | inhibition, % at 9 µM | actives 0.17% (n = 370,000);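 active = inhibition above the mean inhibition of all tested compounds plus 3 SD, set per campaign, cut at about 52% in these data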;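 also: 0% = DMSO treated cells and 100% = cells given Gossypol at 36 µM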
SRC1 inh: inhibitors of human steroid receptor coactivator 1 (SRC1); Q15788; HEK293 GAL4-SRC1 luciferase reporter, luminescence; inhibition, % at 3.6 µM; actives 0.12% (n = 360,000);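 active = inhibition above the campaign mean plus 3 SD, with each screening campaign given its own cutoff, cut at about 60% in these data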;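 also: 0% = DMSO treated cells and 100% = gossypol at 36 µM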
TLR9-MyD88 block: TLR9-MyD88 interaction inhibition; Q9NR96+Q99836; CHO BLA complementation TLR9-MyD88, CCF4 FRET ratio; inhibition, % at 4.98 µM; actives 0.21% (n = 340,000); AID 504734;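 active = inhibition above the mean over all tested compounds plus 3 SD, cut at about 21% in these data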;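 also: 0% = DMSO only wells and 100% = clavulanate BLA inhibitor control wells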
TWEAK-Fn14 inh: inhibitors of TWEAK-Fn14 interaction signaling; TWEAK-stimulated Fn14 reporter cells, luciferase luminescence, 8 h; inhibition, % at 10 µM; actives 2% (n = 360,000); in the data active = inhibition above about 50%
Active calls of the source: *; . = no result given; & = joins results of further samples. A portion of the library, so the mix of outcomes need not match the whole.

1: CC1=[N+]([O-])C(C)(C)N(O)C1(C)C
2: COc1ccc(N2CCN(C(=O)Cn3nnc(-c4ccc(OC)c(OC)c4)n3)CC2)cc1
3: COc1ccccc1NC(=O)Cn1cc(C(=O)c2ccco2)c2ccccc21
4: CCOC(=O)N1CCN(C(=O)CSc2nc3c([nH]c4ccccc43)c(=O)n2CCOC)CC1
5: CCN1CCN(c2ncnc3sc(C)c(-c4ccccc4)c23)CC1
6: Cn1ncc(Br)c1NC(=O)Nc1ccc(OC(F)(F)F)cc1
7: Cc1ccc(-n2ncc(C(=O)Nc3cc(Cl)ccc3Cl)c2C2CCNCC2)cc1
8: Cc1nn2c(N3CCN(C)CC3)cc(C(C)(C)C)nc2c1-c1ccccc1
Compound,1,2,3,4,5,6,7,8
C8 TRAIL sens,11,-6,2,1,7,-7,5,19
TROY signal inh,-15,0,-5,-6,5,3,-14,-19
SRC3 inh,8,-13,9,1,-13,14,14,23
LRH-1 inv ag,9,1,-7,27,10,11,-27,-9
NOD2-RIPK2 inh,2,-4,-3,-1,2,-11,12,-17
LMP1 NFkB inh,3,-7,10,6,4,-5,2,-13
NR2F2 inh,2,11,-11,28,-5,7,17,8
SRC2 inh,-23,8,-4,-7,-17,-23,-27,-13
SRC1 inh,-42,2,3,17,-22,8,16,4
TLR9-MyD88 block,7,-5,-2,4,4,6,-15,-5
TWEAK-Fn14 inh,12,19,41,36,-4,0,-10,-7

9: CC(=O)OC1CC2(C)C(=O)CCC2C2CCc3cc(O)ccc3C12 (stereo unspecified)
10: CCn1cc(C(=O)N2CCCC(C(=O)c3cccc(C(F)(F)F)c3)C2)cn1 (stereo unspecified)
11: C=CCSc1nc(Cc2ccc(Cl)cc2)nc2ccccc12
12: COc1ccc(CN(C(=O)c2ccc3c(c2)OCCO3)C(C(=O)NC2CCCCC2)c2ccc3ncccc3c2)cc1 (stereo unspecified)
13: CCCCC[C@H]1CN(C2CCCCC2)C(=O)[C@@H]1CC(=O)NCc1ccc(OC)cc1
14: NS(=O)(=O)c1cc2c(cc1Cl)NC=NS2(=O)=O
15: Cc1cccn2cc(-c3ccc4c(c3)NC(=O)CO4)nc12
16: COc1ccc(S(=O)(=O)n2oc(=O)cc2-c2ccccc2)cc1
Compound,9,10,11,12,13,14,15,16
C8 TRAIL sens,0,4,-4,-4,-8,3,-2,1
TROY signal inh,-16,-23,-5,8,15,-3,-53,-31
SRC3 inh,8,-9,-4,-1,8,1,-38,14
LRH-1 inv ag,3,-10,-3,-19,-8,-2,-73,1
NOD2-RIPK2 inh,9,10,-3,-1,3,-7,-2,4
LMP1 NFkB inh,-12,-5,0,1,-3,3,-19,0
NR2F2 inh,0,-12,8,15,-10,-13,-27,-1
SRC2 inh,-6,-15,-4,-4,-13,11,-20,-10
SRC1 inh,12,2,-2,-5,0,-8,-52,-11
TLR9-MyD88 block,-2,-1,3,3,5,-1,0,1
TWEAK-Fn14 inh,-3,1,12,14,-6,-5,-37,-13

17: Cc1ccc2c(c1)N(C)/C(=C/c1cccc[n+]1C)S2
18: O=C(N/N=C/c1cccnc1)c1sc2ccccc2c1Cl
19: CCCCn1c(NC(=O)c2ccco2)c(S(=O)(=O)c2ccc(C)cc2)c2nc3ccccc3nc21
20: Cc1ccc(NC(=O)N/C=C/c2ccc(Cl)cc2)cc1
21: O=C1c2cccc3cccc(c23)C(=O)N1CCCSc1ncn[nH]1
22: CCCC1=C(C(=O)OCC)C(c2cccs2)n2ncnc2N1 (stereo unspecified)
23: Cc1cc(/C=N/NC(=O)c2ccc(CN3CCOCC3)cc2)c(C)n1-c1ccccc1
24: O/N=C1\CCCc2ccc(Cl)cc21
Compound,17,18,19,20,21,22,23,24
C8 TRAIL sens,16,-18,3,2,-17,10,2,-2
TROY signal inh,-6,-52,66*,-11,-31,-30,5,-8
SRC3 inh,30,-2,-13,5,5,-5,-22,20
LRH-1 inv ag,44,-11,2,6,-2,-12,-13,-8
NOD2-RIPK2 inh,6,-4,1,-13,-12,-8,5,-1
LMP1 NFkB inh,6,8,9,-15,0,6,-7,4
NR2F2 inh,57*,9,10,-8,-5,7,-5,2
SRC2 inh,-12,-15,13,-14,-14,0,3,5
SRC1 inh,26,-3,-1,-20,1,4,1,2
TLR9-MyD88 block,-1,-5,-10,0,0,-4,5,-9
TWEAK-Fn14 inh,18,-2,72*,-7,-38,4,3,26

Single records, from the list above. Order of screens: C8 TRAIL sens, TROY signal inh, SRC3 inh, LRH-1 inv ag, NOD2-RIPK2 inh, LMP1 NFkB inh, NR2F2 inh, SRC2 inh, SRC1 inh, TLR9-MyD88 block, TWEAK-Fn14 inh
O=C1c2cccc3cccc(c23)C(=O)N1CCCSc1ncn[nH]1 across the screens: -17, -31, 5, -2, -12, 0, -5, -14, 1, 0, -38
Cc1ccc(NC(=O)N/C=C/c2ccc(Cl)cc2)cc1 across the screens: 2, -11, 5, 6, -13, -15, -8, -14, -20, 0, -7
O/N=C1\CCCc2ccc(Cl)cc21 across the screens: -2, -8, 20, -8, -1, 4, 2, 5, 2, -9, 26
Cc1cc(/C=N/NC(=O)c2ccc(CN3CCOCC3)cc2)c(C)n1-c1ccccc1 across the screens: 2, 5, -22, -13, 5, -7, -5, 3, 1, 5, 3
Cc1ccc2c(c1)N(C)/C(=C/c1cccc[n+]1C)S2 across the screens: 16, -6, 30, 44, 6, 6, 57*, -12, 26, -1, 18

Further results follow.
25: C[C@H](CO)N1C[C@H](C)[C@@H](CN(C)C(=O)Nc2ccc3c(c2)OCO3)Oc2ccc(NC(=O)Nc3ccc4c(c3)OCO4)cc2C1=O
26: CNCCNC[C@H](Cc1cccc2ccccc12)NCCc1ccccc1
27: Cn1c(N)c(C(=O)COC(=O)CSc2ccc(Cl)cc2)c(=O)n(C)c1=O
28: Cc1ccc(NC(=O)CCc2c(C)[nH]c(=O)c(C#N)c2C)cc1
29: CCC(C(=O)NC(C)(C)C)N(C(=O)Cn1nnc(-c2ccccc2F)n1)c1cccc2c1CCCC2 (stereo unspecified)
30: NN=C1c2ccccc2-c2ccc(N)cc21
31: COc1cccc(OC)c1-c1cnc(NC(C)=O)cn1
32: COc1ccc(N2CCN(C(=O)COc3ccc(Cl)cc3Cl)CC2)cc1
Compound,25,26,27,28,29,30,31,32
C8 TRAIL sens,-9,-10,3,4,9,-20,-2,-31
TROY signal inh,-19,11,6,-29,-4,-21,11,11
SRC3 inh,8,-2,13,5,-7,-24,-6,-14
LRH-1 inv ag,-13,-20,9,-5,14,37,-9,-20
NOD2-RIPK2 inh,10,0,-7,-20,-4,2,-7,6
LMP1 NFkB inh,0,-3,3,-3,2,-10,.,9
NR2F2 inh,0,-15,9,14,1,-3,7,16
SRC2 inh,-2,-3,4,2,7,-65,-14,-6
SRC1 inh,-20,11,-2,0,0,-27,-3,-15
TLR9-MyD88 block,2,4,-2,2,-1,7,.,6
TWEAK-Fn14 inh,16,-14,9,-13,7,-5,1,-11

33: CCOc1ccc(C2C(C(=O)c3ccc(C)o3)=C(O)C(=O)N2c2cc(C)on2)cc1OC (stereo unspecified)
34: CCN(CC(=O)Nc1ccccc1OC)C(=O)COc1ccc2ccccc2c1
35: O=C(O)CN1C(=O)NC2NC(=O)NC21 (stereo unspecified)
36: C[N+](C)(C)CCOC(=O)CCC(=O)OCC[N+](C)(C)C
37: CNC(=O)C[C@H]1C(=O)N(Cc2ccccc2)C[C@@H]1Cc1ccccc1
38: CCOP(=O)(OCC)C(NC(=O)Nc1ccc(Cl)cc1)C(N)=O (stereo unspecified)
39: CC(=O)c1cccc(N=Cc2c(O)ccc3ccccc23)c1
40: CC(=O)N1N=C(c2ccco2)CC1c1ccc(Br)cc1 (stereo unspecified)
Compound,33,34,35,36,37,38,39,40
C8 TRAIL sens,-10,1,3,5,6,4,-4,27
TROY signal inh,-6,6,-5,6,-2,-14,8,-1
SRC3 inh,-31,15,9,16,9,11,-8,9
LRH-1 inv ag,-2,8,13,12,-11,-4,0,-15
NOD2-RIPK2 inh,-8,2,3,-12,-9,5,0,0
LMP1 NFkB inh,3,8,6,-10,-2,4,0,3
NR2F2 inh,-3,2,-3,3&-15,-5,10,5,17
SRC2 inh,-9,-9,-15,-16&-26,10,-26,1,-7
SRC1 inh,2,-14,-12,3,-9,-2,5,5
TLR9-MyD88 block,-11,-4,-6,7,-4,7,-9,3
TWEAK-Fn14 inh,-2,-8,9,0,12,-22,-22,8

41: Cc1nnc(SCC(=O)N(C(C)C)C(C)C)nc1C
42: CCN(CC)CCNC(=O)C1c2ccccc2C(=O)N(CCOC)C1c1ccc(F)cc1 (stereo unspecified)
43: COc1ccc(/C(C)=N/Nc2nccnc2Cl)cc1
44: COC(=O)c1ccc(C(NC(=O)c2cccnc2)NC(=O)c2cccnc2)cc1
45: COC(=O)Nc1c(-c2ccccc2)nc2ccc(C)cn12
46: C[C@@H]1CN([C@@H](C)CO)C(=O)c2cc(NC(=O)CCN3CCOCC3)ccc2O[C@@H]1CN(C)C(=O)Nc1ccccc1
47: CCc1ccccc1N(CC(=O)NC1CCCCC1)C(=O)CCC(=O)Nc1ccccn1
48: COc1ccccc1N(CC(=O)N1CCN(c2ccc(F)cc2)CC1)S(=O)(=O)c1ccc(C)cc1
Compound,41,42,43,44,45,46,47,48
C8 TRAIL sens,7,-10,21,-7,-1,-4,-1,-4
TROY signal inh,18,11,-38,32,-12,0,-5,3
SRC3 inh,8,5,-68,9,-4,1,5,-19
LRH-1 inv ag,13,7,-111,1,-21,0,6,-11
NOD2-RIPK2 inh,3,-3,-4,2,-6,13,0,-4
LMP1 NFkB inh,-8,-14,-10,3,-6,5,1,-4
NR2F2 inh,3,-8,-26,-5,11,5,12,-5
SRC2 inh,5,5,-32,-16,-18,-13,-13,-38
SRC1 inh,-2,-16,-86,-2,-6,8,20,21
TLR9-MyD88 block,-9,3,-3,-13,-3,1,-10,1
TWEAK-Fn14 inh,0,10,3,59*,5,-15,-8,11

49: COC(=O)c1cc(NS(=O)(=O)c2ccc(N3CCCCCC3)c([N+](=O)[O-])c2)cc(C(=O)OC)c1
50: COc1ccc(CN2CCN(CCc3ccccc3)C(CCO)C2)c(O)c1 (stereo unspecified)
51: CC(C)(C)n1nnnc1C(c1ccccc1)N1CCc2ccccc2C1 (stereo unspecified)
52: Cc1c(C(=O)OCc2nc3scc(-c4ccccc4)c3c(=O)[nH]2)cccc1[N+](=O)[O-]
53: CN(c1ccccc1)c1ccc(/C=C(\CCC(=O)O)c2nc3ccccc3s2)cc1[N+](=O)[O-]
Compound,49,50,51,52,53
C8 TRAIL sens,-2,0,13,3,1
TROY signal inh,15,-53,10,13,42
SRC3 inh,-8,12,-11,16,12
LRH-1 inv ag,-1,12,6,19,10
NOD2-RIPK2 inh,3,-7,1,-5,-6
LMP1 NFkB inh,3,4,-11,3,7
NR2F2 inh,-4,0,.,-1,10
SRC2 inh,-1,12,.,13,8
SRC1 inh,11,7,9,5,5
TLR9-MyD88 block,-12,-6,10,-10,-3
TWEAK-Fn14 inh,-2,5,0,26,46

Results in TWEAK-Fn14 inh and LMP1 NFkB inh, for some of the entries so far:
#	Compound	TWEAK-Fn14 inh	LMP1 NFkB inh
50	COc1ccc(CN2CCN(CCc3ccccc3)C(CCO)C2)c(O)c1 (stereo unspecified)	5	4
52	Cc1c(C(=O)OCc2nc3scc(-c4ccccc4)c3c(=O)[nH]2)cccc1[N+](=O)[O-]	26	3
